NF-kB expr up = NF-kB expression increase, human neuronal cells | NF-kB reporter expression; active compounds read high | fold change at 12.5 µM | hit rate 1.6% among 190,000; in the data active = fold change above about 3.3
FLuc stim CS = firefly luciferase counter-screen for stimulation assays; ATPlite luciferase biochemical, luminescence, 10 min; 0 = ATP-free wells, 1 = DMSO control; AID 1027; activation factor at 10 µM; P08659; 200,000 tested, under 10 active;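 active = luciferase activation factor, scaled between plate controls, of at least 2 with compound at 10 µM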
Target sequence (P08659 whole entry, looked up): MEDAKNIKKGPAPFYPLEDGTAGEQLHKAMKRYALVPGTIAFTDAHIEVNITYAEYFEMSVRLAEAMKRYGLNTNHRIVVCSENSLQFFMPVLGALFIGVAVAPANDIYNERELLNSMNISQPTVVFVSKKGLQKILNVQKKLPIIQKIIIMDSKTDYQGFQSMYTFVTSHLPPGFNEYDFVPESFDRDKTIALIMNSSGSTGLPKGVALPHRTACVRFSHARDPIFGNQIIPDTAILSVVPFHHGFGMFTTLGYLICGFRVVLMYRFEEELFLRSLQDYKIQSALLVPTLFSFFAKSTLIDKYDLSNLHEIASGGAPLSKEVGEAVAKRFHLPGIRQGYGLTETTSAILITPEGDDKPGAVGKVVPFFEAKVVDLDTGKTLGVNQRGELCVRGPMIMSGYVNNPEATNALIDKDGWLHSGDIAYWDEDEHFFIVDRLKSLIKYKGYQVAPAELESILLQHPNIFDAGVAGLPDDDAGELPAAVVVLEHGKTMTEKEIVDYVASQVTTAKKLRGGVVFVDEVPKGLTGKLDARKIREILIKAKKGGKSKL
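test system = cell-free luciferase reagent | medium = PBS as buffer for the ATP substrate | dosing = test compounds dosed from 2 mM stocks in 100% DMSO | incubation = 10 min at ambient temperature | detection = luminescence measurement of luciferase light output | benchmarks = low control with PBS replacing ATP, high control enzyme plus ATP without compound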
PMI act = increases human mannose-6-phosphate isomerase activity; P34949; purified human PMI, coupled resazurin fluorescence, 20 min; active compounds read high; 1 = vehicle control, 0 substrate-free wells; activation factor at 20 µM; hit rate 0.005% among 190,000;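 active = activation factor of 2 or more at 20 µM, relative to plate controls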
Target sequence (P34949 whole entry, looked up): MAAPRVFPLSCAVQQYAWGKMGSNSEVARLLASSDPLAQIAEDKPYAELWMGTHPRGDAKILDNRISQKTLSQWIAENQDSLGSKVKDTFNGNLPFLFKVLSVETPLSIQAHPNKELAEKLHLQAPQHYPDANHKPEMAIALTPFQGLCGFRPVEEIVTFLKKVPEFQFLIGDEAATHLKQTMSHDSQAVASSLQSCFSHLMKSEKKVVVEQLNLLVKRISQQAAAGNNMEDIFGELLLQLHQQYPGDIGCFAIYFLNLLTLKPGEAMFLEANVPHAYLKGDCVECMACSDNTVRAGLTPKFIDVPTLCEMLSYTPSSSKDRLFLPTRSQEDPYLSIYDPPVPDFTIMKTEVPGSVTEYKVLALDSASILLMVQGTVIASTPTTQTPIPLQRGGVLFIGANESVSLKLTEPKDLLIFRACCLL
APP 5'UTR act = APP 5'UTR luciferase reporter activation; SH-SY5Y APP 5'UTR luciferase reporter, luminescence; zero percent = DMSO vehicle wells; activation, % at 2 µM; hit rate 1% among 190,000;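 active = activation above a set limit, based on mean plus 3 SD of controls, cut at about 140% in these data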; note: values of inactives mirror those of a sister screen read the other way
PMI act satM6P = activators of human phosphomannose isomerase at near-saturating mannose 6-phosphate; P34949; coupled PMI enzyme assay, resazurin fluorescence, 20 min; active compounds read high; 1 = untreated enzyme, 0 = substrate-free blank; activation factor at 20 µM; hit rate 0.34% among 190,000; AID 1216;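 active = activation factor of 2 or more at 20 µM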
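Test system: Human PMI in coupled enzyme assay | Input: 15 ng/mL PMI | Medium: HEPES-buffered pH 7.4 with magnesium and detergent | Compound: One concentration, 20 µM, in 1% DMSO | Incubation: Enzyme reaction with compound 20 min at room temperature | Detection: Diaphorase-driven resazurin-to-resorufin fluorescence, excitation 544, emission 590 nm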
TNAP inh noacc = inhibitors of human TNAP without phosphate acceptor; hit rate 0.26% among 200,000; inhibition, % at 20 µM; purified TNAP, CDP-star luminescence, 30 min; P05186;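 active = tissue-nonspecific alkaline phosphatase inhibition above about 50% at 20 µM in the single-dose screen, limit read from the data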;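 note: 0% = DMSO negative control and 100% = EDTA positive control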
TNAP inh hiacc = inhibitors of human TNAP at high phosphate acceptor concentration; hit rate 0.03% among 200,000; inhibition, % at 20 µM; purified TNAP, CDP-star luminescence, 1 M DEA; P05186;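 active = over 50% inhibition of tissue-nonspecific alkaline phosphatase at 20 µM in the single-dose screen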;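 note: plate controls were DMSO wells for no effect and EDTA-quenched wells as full inhibition for full effect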
bIAP activator = increases bovine intestinal alkaline phosphatase activity. purified bovine IAP, CDP-star luminescence, 30 min; active compounds read high; fold of DMSO-control signal, blank-subtracted. activation factor at 20 µM. hit rate 0.17% among 200,000;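 active = activation factor of 2 or more at 20 µM, a signal rise over negative controls twice the positive control's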
FLuc inh counter = Photinus pyralis luciferase inhibition counter-screen | ATPLite firefly luciferase biochemical luminescence, 10 min | hit rate 1.5% among 200,000 | AID 1006 | inhibition, % at 10 µM;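 active = inhibition above about 50% when tested at 10 µM, limit read from the data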
TNAP act hiacc = activators of human TNAP at high phosphate acceptor concentration; P05186; purified TNAP, CDP-star luminescence, 1 M DEA, 30 min; active compounds read high; 0 = EDTA background, 1 = DMSO-only activity; activation factor at 20 µM; 200,000 tested, under 10 active; AID 1136;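 active = activation factor at least 2 at 20 µM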
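Control set: EDTA negative control, DMSO positive control / Assay system: human TNAP / Quantity: TNAP 1/800 final / Evaluation: TNAP activation factor scaled between EDTA and DMSO control wells / Measured by: luminescent substrate turnover signal / Compound dosing: one dose, 20 µM / Times: 30 min enzyme reaction at room temperature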
The depositor's hits bear a star; . = no result given.

SMILES | NF-kB expr up | FLuc stim CS | PMI act | APP 5'UTR act | PMI act satM6P | TNAP inh noacc | TNAP inh hiacc | bIAP activator | FLuc inh counter | TNAP act hiacc
CCOC(=O)Cc1cnc(NC(=O)Cn2nnc(-c3ccc(OCC)cc3)n2)s1 | 1.2 | 1 | 0.9 | 11 | 0.9 | -14 | -7 | 1 | -4 | 1.1
COc1ccc([N+](=O)[O-])cc1NC(=O)c1ccc(N(Cc2ccccc2Cl)S(C)(=O)=O)cc1 | 0.61 | 1 | 0.8 | -12 | 0.8 | -10 | -1 | 0.9 | -4 | 1
COc1ccc(NC(=O)CCN2CCCCCC2)cc1 | 0.98 | 1 | 1 | -6 | 1 | -1 | 5 | 1 | 0 | 1
CN(C)c1ccc(S(=O)(=O)N(C)C)cc1[N+](=O)[O-] | 0.93 | 1 | 1 | 2 | 1 | 0 | 7 | 1.1 | 5 | 0.9
CN(C)CCCN(C(=O)CCc1ccccc1)c1nc2ccc(Br)cc2s1 | 1.2 | 1.1 | 1.1 | -6 | 1.2 | -15 | -2 | 0.8 | -5 | 1
CCc1ccc(C2c3[nH]c4ccccc4c3CCN2C(=O)c2cc(C)nn2C)cc1 (stereo not given) | 0.75 | 1.1 | 0.8 | -14 | 0.8 | -42 | -11 | 1.2 | -5 | 1.1
O=C(CN1CCN(c2ccccc2)CC1)N1CCc2[nH]c3ccccc3c2C1 | 0.78 | 1.1 | 0.9 | 16 | 0.8 | -4 | -8 | 1 | -9 | 1.1
CCOc1ccc(S(=O)(=O)Nc2nc3ccccc3nc2-n2ccc(=NC(=O)c3cccs3)cc2)cc1 | 1.2 | 1 | 0.9 | 16 | 0.9 | -32 | 4 | 1.1 | 0 | 1
O=C(NCCc1ccccc1)C(=O)NCC1OCCN1S(=O)(=O)c1ccc([N+](=O)[O-])cc1 (stereo not given) | 1.1 | 1 | 1.1 | 10 | 1.1 | -6 | 0 | 1.1 | -3 | 1
Cn1cc(Cl)c(C(=O)Nc2nc3ccc([N+](=O)[O-])cc3s2)n1 | 1.8 | 0.9 | 1 | 18 | 1.1 | -23 | 3 | 0.9 | 13 | 1
COc1ccc(NC(=O)CN(C)C2CCCCC2)c([N+](=O)[O-])c1 | 1.2 | 1 | 0.9 | -3 | 1 | -4 | 5 | 1 | -4 | 1
O=C1CC(=O)CC(c2ccccc2Cl)C1 | 0.99 | 1 | 1.1 | 28 | 1.1 | -6 | 0 | 0.9 | -4 | 1

An excerpt from above in order of length of the SMILES, descending.
SMILES | NF-kB expr up | FLuc stim CS | PMI act | APP 5'UTR act | PMI act satM6P | TNAP inh noacc | TNAP inh hiacc | bIAP activator | FLuc inh counter | TNAP act hiacc
CCc1ccc(C2c3[nH]c4ccccc4c3CCN2C(=O)c2cc(C)nn2C)cc1 (stereo not given) | 0.75 | 1.1 | 0.8 | -14 | 0.8 | -42 | -11 | 1.2 | -5 | 1.1
COc1ccc(NC(=O)CN(C)C2CCCCC2)c([N+](=O)[O-])c1 | 1.2 | 1 | 0.9 | -3 | 1 | -4 | 5 | 1 | -4 | 1
O=C1CC(=O)CC(c2ccccc2Cl)C1 | 0.99 | 1 | 1.1 | 28 | 1.1 | -6 | 0 | 0.9 | -4 | 1

(cont.)
SMILES | NF-kB expr up | FLuc stim CS | PMI act | APP 5'UTR act | PMI act satM6P | TNAP inh noacc | TNAP inh hiacc | bIAP activator | FLuc inh counter | TNAP act hiacc
Cc1ccccc1CS(=O)(=O)c1ccc(C(=O)N2CCC(C)CC2)cc1[N+](=O)[O-] | 1.1 | 1 | 1 | 8 | 1 | -6 | -1 | 0.9 | -4 | 1
CC(=O)Oc1ccc(C(=O)Cc2ccccn2)c(O)c1 | 1 | 0.7 | 0.8 | -6 | 1 | -3 | -3 | 1 | 26 | 1
CCCC(C(=O)NC1CCCC1)N(Cc1ccc2c(c1)OCO2)C(=O)c1snc(C(N)=O)c1N (stereo not given) | 0.41 | 1.1 | 1.1 | 9 | 1.1 | 4 | -11 | 1.1 | -5 | 1.1
O=C1CCCN1CCCNS(=O)(=O)c1ccc(Cl)c(C(=O)N2CCOCC2)c1 | 1.1 | 1 | 0.9 | 6 | 1 | -5 | 2 | 1 | -2 | 1
CCOC(=O)c1c(/N=C/c2cccc([N+](=O)[O-])c2O)sc(C)c1C | 1.1 | 1 | 0.8 | -16 | 0.8 | 11 | 16 | 0.9 | -2 | 0.8
S=C(Nc1ccccc1)N1CCN(c2ccc(N3CCOCC3)nn2)CC1 | 1.2 | 1 | 1 | 3 | 1 | -15 | -6 | 1 | -3 | 1.1
O=C(N/N=C/c1cccs1)c1ccc(NC(=O)c2ccccc2Cl)cc1 | 0.72 | 1 | 0.9 | -2 | 0.9 | -2 | 4 | 1.1 | -2 | 1
N#Cc1ccc(N2C(=O)[C@@H]3C(C(=O)C(c4ccccc4)c4ccccc4)=NN[C@@H]3C2=O)cc1 | 1 | 1.1 | 1.1 | 53 | 1 | -16 | -6 | 0.8 | -8 | 1.1
O=c1oc2ccccc2cc1-c1cn(-c2ccccc2)c(=S)[nH]1 | 0.83 | 0.1 | 1.4 | 48 | 2.3* | -6 | -1 | 0.9 | 90* | 1
CCOc1ccc2nc(NC(=O)Nc3cccs3)sc2c1 | 9.5* | 0.3 | 0.9 | 216* | 0.9 | -10 | -4 | 0.3 | 67* | 1
CCOC(=O)C1CCN(c2ncnc3c2nnn3Cc2ccccc2Cl)CC1 | 1.1 | 1 | 0.9 | 2 | 0.9 | -8 | -8 | 1 | -4 | 1.1
CCOc1ccccc1NC(=O)N1CCCC1C(=O)Nc1ccc(NC(C)=O)cc1 (stereo not given) | 1.1 | 1 | 1 | -12 | 1 | -7 | 1 | 1 | -3 | 1
COC(=O)Nc1ccc2c(c1)N(C(=O)CCN1CCN3CCCC3C1)c1ccccc1S2 (stereo not given) | 1.1 | 1 | 1.1 | -11 | 1.1 | -21 | -5 | 1.1 | -2 | 1
O=C(N/N=C/c1cn(-c2ccccc2)nc1-c1cccs1)c1ccc(Cl)cc1 | 1.1 | 0.8 | 0.9 | 16 | 0.9 | -10 | -4 | 0.8 | 21 | 1
CCOc1cc(-c2nnc(-c3ccco3)o2)cc(OCC)c1OCC | 0.99 | 1 | 1 | -3 | 1 | -4 | 0 | 0.9 | -4 | 1
Cc1ccc2nc(-c3ccncc3)c(Nc3ccccc3)n2c1 | 0.94 | 1 | 0.8 | -10 | 1 | -16 | -1 | 0.8 | -4 | 1
O=C(Cc1ccc(Cl)cc1)N/N=C/c1ccncc1 | 1.2 | 1.1 | 1 | 13 | 1 | -5 | 0 | 0.9 | -7 | 1
CCN1CCCC1CNC(=O)c1ccccc1Cl (stereo not given) | 1.2 | 1.1 | 1.1 | 7 | 1 | -3 | -4 | 1 | -7 | 1
Cc1ccc(C2CC(c3ccccc3)=NN2C(=O)CSc2nnc(-c3ccncc3)n2C)o1 (stereo not given) | 0.94 | 1.1 | 1 | -4 | 1 | -1 | -7 | 1 | -5 | 1.1
Cc1ccc(S(=O)(=O)N2c3ccccc3-c3c(ssc3=S)C2(C)C)cc1 | 0.88 | 1.1 | 0.8 | -4 | 0.9 | 16 | 16 | 0.9 | -7 | 0.8
NS(=O)(=O)c1ccc(CCNC(=O)c2ccc(S(=O)(=O)N3CCCCC3)cc2)cc1 | 0.9 | 1 | 1 | . | 1 | -8 | -3 | 1 | -5 | 1
COc1cc(Cl)c(C)cc1NC(=O)COC(=O)c1cc(SC)ccc1Cl | 0.95 | 1.1 | 0.9 | -7 | 0.9 | -6 | -2 | 0.8 | -6 | 1
CN(C)C(CNC(=O)c1cccc(S(=O)(=O)N(C)C)c1)c1ccccc1 (stereo not given) | 0.95 | 1 | 1.1 | -2 | 1.1 | -8 | -3 | 1.1 | 0 | 1
C=CCn1c(C)cc(C(=O)COC(=O)C2CC(=O)N(Cc3ccccc3)C2)c1C (stereo not given) | 1.1 | 1 | 1 | -9 | 1 | -12 | -7 | 1 | 4 | 1.1
CC(=O)C1=C(O)C(=O)OC1c1ccc(C)cc1 (stereo not given) | 1.1 | 1 | 1.1 | 5 | 1.1 | -11 | -6 | 0.9 | -1 | 1.1
O=C(NNC(=O)c1ccc(SCC2CCCO2)c([N+](=O)[O-])c1)c1ccc(F)cc1 (stereo not given) | 0.98 | 1.1 | 1 | -1 | 1 | -17 | -4 | 1.2 | -5 | 1
COc1ccccc1-c1ccc(=O)n(CC(=O)NC(C)(C)C)n1 | 1.2 | 1 | 1.1 | -3 | 1.1 | -7 | 0 | 0.9 | -2 | 1
Cc1cc(C)c2cc(CN(Cc3cccs3)Cc3nnnn3CC3CCCO3)c(=O)[nH]c2c1 (stereo not given) | 0.76 | 1 | 0.8 | 0 | 1 | -5 | -4 | 1 | -5 | 1
COc1ccc(-c2[nH]ncc2Oc2ccccc2OC)c(O)c1 | 0.99 | 1 | 0.9 | -1 | 0.9 | -3 | -6 | 1.2 | -4 | 1.1
O=C(COC(=O)[C@H](Cc1c[nH]c2ccccc12)NC(=O)c1cccs1)NCc1ccccc1 | 0.99 | 1 | 0.8 | 1 | 0.9 | 6 | 4 | 0.9 | -3 | 1
COc1ccccc1C(c1nnnn1C(C)(C)C)N1CCN(C(=O)c2ccco2)CC1 (stereo not given) | 0.87 | 1 | 0.9 | -1 | 0.9 | -12 | -5 | 1.1 | -4 | 1.1
Cc1nn(-c2ccccc2)c(Cl)c1/C=N/Nc1ccc(S(=O)(=O)Nc2ccccc2C(=O)O)cc1[N+](=O)[O-] | 1.1 | 1 | 0.8 | 2 | 0.9 | 21 | 14 | 0.8 | -3 | 0.9
CCCn1c(CN2CCN(C(=O)c3ccco3)CC2)nc2c1c(=O)n(C)c(=O)n2C | 0.98 | 1.1 | 0.9 | 13 | 0.9 | -12 | -3 | 1 | -8 | 1
CNC(=O)/C(C#N)=C\c1ccc(CNS(=O)(=O)c2ccccc2)o1 | 1.2 | 1 | 0.9 | 4 | 1 | -8 | 4 | 0.9 | -3 | 1
O=C(NCC1CCCO1)c1cccnc1NCc1ccc(F)cc1 (stereo not given) | 0.87 | 1 | 0.9 | 4 | 0.9 | -2 | -2 | 1 | -3 | 1
CC(=O)O[C@@H]1C[C@H]2C(C)(C)C(=O)C=C[C@]2(C)[C@H]2CC[C@@]3(C)[C@H](c4ccoc4)OC(=O)[C@H]4O[C@]43[C@@]21C | 2.4 | 1.1 | 1 | 9 | 1.1 | -4 | -5 | 0.8 | -7 | 1.1
Nc1nc2ccc(Oc3ccccc3)cc2s1 | 2.5 | 0.7 | 1.1 | 80 | 1.2 | -4 | -1 | 0.7 | 27 | 1
CC(=O)N1CCN(S(=O)(=O)c2ccccc2)C1c1ccccc1 (stereo not given) | 0.9 | 1.1 | 0.9 | -14 | 1 | -12 | -3 | 0.9 | -6 | 1

Quoted from the listing:
For APP 5'UTR act, `O=C(NNC(=O)c1ccc(SCC2CCCO2)c([N+](=O)[O-])c1)c1ccc(F)cc1` (stereo not given) is listed with -1
For TNAP inh hiacc, `COc1ccccc1C(c1nnnn1C(C)(C)C)N1CCN(C(=O)c2ccco2)CC1` (stereo not given) is listed with -5
For APP 5'UTR act, `O=C(COC(=O)[C@H](Cc1c[nH]c2ccccc12)NC(=O)c1cccs1)NCc1ccccc1` is listed with 1
For NF-kB expr up, `Cc1cc(C)c2cc(CN(Cc3cccs3)Cc3nnnn3CC3CCCO3)c(=O)[nH]c2c1` (stereo not given) is listed with 0.76

From PubChem

An unsorted share of the library. Share with any hit: about 3.6%.
